# OXTR ag: agonists of human oxytocin receptor; AID 2435; 320,000 tested, 0.32% active; activation, % at 3 µM; CHO-OTR cells, Fluo-8 calcium fluorescence; normalized: DMSO 0%, oxytocin 100%;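 active means activation above the mean of all tested compounds plus 3 SD, cutoff set per screening run, cut at about 20% in these data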;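 further: peak over basal fluorescence ratio from a 100 s FLIPR kinetic read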
# Target sequence (P30559 whole entry, looked up): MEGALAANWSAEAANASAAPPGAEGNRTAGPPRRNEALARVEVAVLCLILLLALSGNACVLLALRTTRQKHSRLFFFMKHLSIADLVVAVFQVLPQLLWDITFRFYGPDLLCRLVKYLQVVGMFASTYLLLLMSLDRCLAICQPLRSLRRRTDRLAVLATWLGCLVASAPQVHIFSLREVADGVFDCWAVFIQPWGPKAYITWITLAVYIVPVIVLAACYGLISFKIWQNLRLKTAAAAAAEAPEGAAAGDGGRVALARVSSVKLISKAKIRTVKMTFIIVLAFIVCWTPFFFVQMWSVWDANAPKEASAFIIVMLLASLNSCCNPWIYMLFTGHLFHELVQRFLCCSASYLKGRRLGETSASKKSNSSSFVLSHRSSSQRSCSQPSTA
# MEKK2 mut-MEK5: signal of MEK5 binding to mutant human MEKK2 PB1 domain; bead flow cytometry, Alexa488-MEK5 binding to MEKK2 mutant; percent response, % at 10 µM; 290,000 tested, 0.35% active; AID 1530; in the data active means percent response above about 24%, passing the limit was not always enough; further: inactives centre near 1; some results filed as inactive read as strong as hits; reference of the scale not given here
# MEKK3 PB1 HTS: MEKK3-MEK5 PB1 interaction, increase or decrease; 290,000 tested, 1.4% active; binding response (% of control), % at 10 µM; Q99759; bead-based flow cytometry, Alexa488-MEK5 binding to MEKK3; actives lie on both sides; 0 = blocked by unlabeled MEK5, 100 = vehicle; AID 1529;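 active means binding response more than 3 SD above or below the average of its plate-row segment, actives on both sides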;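 further: Alexa488 bead fluorescence after subtracting the streptavidin-only scavenger bead signal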
# Target sequence (Q99759 whole entry, looked up): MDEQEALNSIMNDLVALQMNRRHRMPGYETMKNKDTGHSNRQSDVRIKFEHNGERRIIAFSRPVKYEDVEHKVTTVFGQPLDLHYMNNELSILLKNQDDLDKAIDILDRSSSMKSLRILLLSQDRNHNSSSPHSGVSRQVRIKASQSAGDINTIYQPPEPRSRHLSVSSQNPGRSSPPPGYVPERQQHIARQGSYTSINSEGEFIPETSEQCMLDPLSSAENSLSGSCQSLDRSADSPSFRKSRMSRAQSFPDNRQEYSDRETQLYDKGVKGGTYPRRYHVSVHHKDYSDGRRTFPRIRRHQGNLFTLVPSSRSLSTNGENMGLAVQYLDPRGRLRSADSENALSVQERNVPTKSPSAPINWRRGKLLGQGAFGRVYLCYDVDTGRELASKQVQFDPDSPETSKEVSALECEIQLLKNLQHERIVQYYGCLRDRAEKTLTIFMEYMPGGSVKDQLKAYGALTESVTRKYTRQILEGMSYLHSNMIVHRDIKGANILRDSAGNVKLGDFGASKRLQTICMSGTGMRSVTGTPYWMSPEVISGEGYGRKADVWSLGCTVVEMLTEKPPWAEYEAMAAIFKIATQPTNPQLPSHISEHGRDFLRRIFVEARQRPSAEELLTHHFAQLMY
# PfM18AAP inh: PfM18AAP enzyme inhibition; inhibition, % at 7.35 µM; AID 1822; 290,000 tested, 1.2% active; recombinant PfM18AAP, H-Glu-NHMec fluorogenic cleavage;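 active means inhibition above the campaign mean inhibition over all tested compounds plus 3 SD, cut at about 28% in these data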;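 further: 0% = plate median of test compound wells and 100% = 2 mM ZnCl2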
# MEKK2wt PB1 HTS: raises or lowers MEK5 binding to wildtype human MEKK2 PB1 domain. Q9Y2U5. bead flow cytometry, Alexa488-MEK5 binding to MEKK2 WT; actives lie on both sides. binding response (% of control), % at 10 µM. 290,000 tested, 1.1% active. AID 1531; in the data active means binding response below about 67% or above about 130%
# NALP1 inh: blocks the NALP1 inflammasome reconstituted in yeast; S. cerevisiae NALP1/ASC/caspase-1 growth, X-gal OD620, 72 h; inhibition, % at 10 µM; 280,000 tested, 0.61% active; in the data active means inhibition mostly above about 24%, no sharp cut-off; inactive means mostly below about 32%; further: some compounds called inactive have numbers as strong as hits
# DNA FID counter: fluorescent intercalator displacement, NS3 helicase counter-screen; AID 1845; DNA fluorescent intercalator displacement, fluorescence; inhibition, % at 7.9 µM; 290,000 tested, 0.17% active; in the data active means inhibition above about 37%;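 further: 0% = vehicle and 100% = reference compound; higher means more ethidium bromide displaced from hairpin DNA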
# PHOSPHO1 block: blocks human PHOSPHO1 phosphatase activity | 290,000 tested, 1.1% active | Q8TCT1 | inhibition, % at 13.3 µM | recombinant PHOSPHO1, absorbance phosphatase assay; in the data active means inhibition above about 60%
# GPR7 antag: blocks human GPR7 receptor signaling. P48145. GPR7-expressing cells, fluorescence antagonist assay. inhibition, % at 4.4 µM. 290,000 tested, 1.1% active. AID 1861; in the data active means inhibition above about 16%, passing the limit was not always enough;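 further: cells stimulated with the agonist NPW; 0% = agonist with vehicle and 100% = vehicle without agonist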
# Active calls of the source: *; . = no result given; [ ] = another dose, or the depositor's remark.
SMILES,OXTR ag,MEKK2 mut-MEK5,MEKK3 PB1 HTS,PfM18AAP inh,MEKK2wt PB1 HTS,NALP1 inh,DNA FID counter,PHOSPHO1 block,GPR7 antag
CCOc1ccccc1NC(=O)CSc1n[nH]c(N)n1,-0.8,13,107,-3,108,4,2,3,1
COCC(C)n1c(SCC(=O)NNC(=O)c2ccc(F)cc2)nc2ccccc2c1=O (stereo unspecified),0.0,12,103,3,122,8,-15,-11,-8
Cc1ccc(OCC(=O)NC(=S)Nc2ccccn2)c(Br)c1,-0.3,6,102,8,106,-2,-15,18,-18
CCOC(=O)c1cnc2ccc(C(=O)OC)cc2c1NCCN1CCOCC1,-0.4,2,100,3,102,-10,-3,7,-6
O=C(NCCc1ccccc1)NC1CCCCC1,-0.2,2,100,1,99,8,-1,19,-5
C=CCn1c(CCC(O)CCCCC)n[nH]c1=S (stereo unspecified),-0.1,1,107,9,107,13,-16,-9,-5
CCOC(=O)/C(=C/c1c(C)n(C)c2ccc([N+](=O)[O-])cc12)C(C)=O,-1.8,0,101,7,101,21,2,-3,-2
Cc1nc2ccccc2c(=O)n1NC(=O)c1c(F)cccc1F,2.2,12,108,-3,108,13,-5,33,-2
O=C(Nc1ccnn1C1CCN(C(=O)c2cccc(Cl)c2)CC1)C1CCOC1 (stereo unspecified),-0.4,11,108,0,112,4,-6,-10,-10
CC(=O)Nc1ccc(N2N=C(C)C(N=Nc3ccccc3)C2=O)cc1 (stereo unspecified),-0.3,0,98,2,101,25,-4,-2,-1
COc1cc(CNCCN2CCOCC2)ccc1OCc1ccccc1Cl,4.9,18,107,-8,110,22,22,-10,8
COc1ccccc1NC(=O)N1CCCC1C(=O)NC12CC3CC(CC(C3)C1)C2 (stereo unspecified),-1.3,1,100,1,101,20,-22,36,-10
CCCCc1ccc(-c2ccc(Br)cc2O)nc1,1.3,-4,100,1,96,-12,0,26,0
CCC(c1ccccc1)c1nnc(NC(=O)c2ccco2)s1 (stereo unspecified),0.1,-2,105,2,107,.,-4,56,-10
Cc1ccccc1C(=O)c1c[nH]c(C(=O)N2CCN(c3ccccc3F)CC2)c1,-2.4,-2,100,-6,96,-18,-5,32,-16
O=C(N/N=C/c1ccc(OC(=O)c2ccccc2)cc1)c1ccc(CN2CCOCC2)cc1,13,3,109,2,107,19,-2,29,-8
CC(C(=O)NCCc1ccc(S(N)(=O)=O)cc1)N1C(=O)CC(C)(C)Sc2ccccc21 (stereo unspecified),0.5,3,103,-16,111,11,-33,2,-7
Fc1ccccc1-c1nc(NC2CCCC2)c2ccccc2n1,-1.8,4,104,1,102,25,-5,37,-27
COc1ccc2c(C)cc(=S)[nH]c2c1,.,2,110,11,105,-11,-3,-85,-11
CCOC(=O)C1=C(c2ccccc2)N=C2SCC(=O)N2C1c1ccc(OCC)c(OCC)c1 (stereo unspecified),-1.5,-1,94,-2,95,-5,-12,5,-15
CS(=O)(=O)N(CC(=O)N1CCN(c2ccccc2F)CC1)c1cccc(C(F)(F)F)c1,4.5,1,99,4,93,4,-29,-14,-5
O=C(COc1ccccc1F)c1ccc(O)cc1O,6.7,-6,90,1,92,2,2,-3,-8
Cn1nnnc1SCC(=O)NCc1ccccc1,0.9,-2,111,-6,106,-11,-2,8,-7
CCOc1ccc(OCC)c(NC(=O)C2CCN(S(=O)(=O)c3c(C)noc3C)CC2)c1,-1.6,4,105,-6,109,26,-28,7,-15
Cc1cc(C)cc(-n2cccc2/C=C2/C(=N)N3C(=NC2=O)SN=C3S(C)(=O)=O)c1,-1.1,1,104,0,101,15,-12,8,-1

# Compound profiles (already shown):
# Entry for Cc1ccc(OCC(=O)NC(=S)Nc2ccccn2)c(Br)c1 = OXTR ag: -0.3; MEKK2 mut-MEK5: 6; MEKK3 PB1 HTS: 102; PfM18AAP inh: 8; MEKK2wt PB1 HTS: 106; NALP1 inh: -2; DNA FID counter: -15; PHOSPHO1 block: 18; GPR7 antag: -18
# Entry for CCC(c1ccccc1)c1nnc(NC(=O)c2ccco2)s1 (stereo unspecified) = OXTR ag: 0.1; MEKK2 mut-MEK5: -2; MEKK3 PB1 HTS: 105; PfM18AAP inh: 2; MEKK2wt PB1 HTS: 107; NALP1 inh: .; DNA FID counter: -4; PHOSPHO1 block: 56; GPR7 antag: -10

# The list continues:
SMILES,OXTR ag,MEKK2 mut-MEK5,MEKK3 PB1 HTS,PfM18AAP inh,MEKK2wt PB1 HTS,NALP1 inh,DNA FID counter,PHOSPHO1 block,GPR7 antag
N/C(=N\OC(=O)CCCc1ccccc1)c1cccc([N+](=O)[O-])c1,-1.8,-3,94,-1,93,31,-1,6,-4
Cc1ccc(C)c(NS(=O)(=O)c2ccc(-c3cnc(C4CC4)o3)cc2)c1,0.5,1,104,2,97,-1,-29,6,11
CCc1ccccc1NC(=S)N(CCN(C)C)C(C)c1ccco1 (stereo unspecified),0.6,-7,104,7,97,-5,-2,1,-1
COc1cccc(CNC(=O)c2ccccc2NC(=O)C2=C(C)OCCS2)c1,-1.2,1,103,2,99,9,-21,-1,-12
O=C(CC(=O)NCc1ccc(Cl)cc1)NCc1ccc(Cl)cc1,0.6,0,98,4,99,19,-10,31,1
COc1cc(C(=S)N2CCC(C)CC2)ccc1O,0.3,1,102,-17,100,-17,-1,66*,1
CC1CC(CC(C)C(=O)NC(=S)Nc2ccc(S(N)(=O)=O)cc2)C(=O)O1 (stereo unspecified),-0.2,0,85,3,96,0,-3,4,-6
CCCn1c(SCC(=O)Nc2nnc(C(C)C)s2)nc2c1c(=O)n(C)c(=O)n2C,-0.1,-4,104,5,101,-9,2,-8,-13
Cc1noc(/C=C/N(C)C)c1S(=O)(=O)N1CCCC(C(=O)NCc2ccc(F)cc2)C1 (stereo unspecified),-0.1,.,.,0,.,2,-18,-4,-5
O=S(=O)(N/N=C/c1c(F)cccc1Cl)c1ccccc1,-0.3,13,105,18,101,16,2,38,0
CN(C)c1ccc(N2C(=O)CC(Sc3ccccc3C(=O)O)C2=O)cc1 (stereo unspecified),-2.0,-2,97,0,98,52*,-4,6,-2
COc1ccc(CCNC(=O)C(C(=O)c2ccccc2)n2ccccc2=O)cc1OC (stereo unspecified),-0.9,9,102,3,100,14,-9,4,-11
COc1ccc(-c2cc(C)no2)cc1S(=O)(=O)NCCCN1CCCCCC1,-3.0,2,99,19,109,24,17,32,8
O=C(NCCN1CCOCC1)c1ccccc1[N+](=O)[O-],0.7,3,107,-9,103,6,-6,4,-4
Cc1cccc(N2CC(C(=O)Nc3nnc(SCC(=O)N4CCOCC4)s3)CC2=O)c1 (stereo unspecified),-0.3,5,101,5,102,2,-45,14,-8
Cc1c(C)n(CCCN(C)C)c2ncnc(Nc3ccc(F)cc3)c12,1.2,0,101,7,104,8,12,34,1
Nc1ccn(Cc2cccc(Cl)c2)n1,-1.1,-20,91,-11,86,2,-5,8,5
Cc1ccc(NCc2ccc(O)c3ncccc23)cc1C,0.6,-12,103,-4,94,-24,-4,28,-12
COc1cc(OC)cc(C(=O)NNC(=S)NCc2ccco2)c1,-0.6,-1,100,10,96,-33,-3,-120,-7
CCC1=C(OC(=O)N(CC)CC)N2C(=O)OC(=NCC(=O)OC)[C@]2(Cc2ccccc2)[C@H]2C1=CC[C@H]1C(=O)N(CC(=O)OC)C(=O)[C@H]12,-1.5,2,106,.,104,.,.,22,.
CC1CCN(S(=O)(=O)N2CCC(C(=O)NCCc3ccccc3)CC2)CC1,-0.2,6,98,4,99,3,-42,24,6
CCCNC(=O)CSC1=N/C(=C/c2ccc(F)cc2)C(=O)N1CC,-1.6,-2,96,-7,99,22,-1,-12,-7
COC(CNS(=O)(=O)c1ccc(S(=O)(=O)N2CCCC2)cc1)OC,-1.6,-11,92,-7,85,-7,1,41,-3
O=C1NCCCC1C(=O)N/N=C/c1cccc(Cl)c1 (stereo unspecified),0.5,-30,68,-4,66,18,-5,49,7
Cc1nnc(Nc2ccc3c(c2)OCO3)c2ccccc12,-2.5,6,102,-2,102,3,0,-12,-5

# PHOSPHO1 block: what is marked active above
compound	MEKK2 mut-MEK5	MEKK3 PB1 HTS	PfM18AAP inh	MEKK2wt PB1 HTS	NALP1 inh	PHOSPHO1 block	GPR7 antag
COc1cc(C(=S)N2CCC(C)CC2)ccc1O	1	102	-17	100	-17	66*	1

# Additional compounds.
SMILES,OXTR ag,MEKK2 mut-MEK5,MEKK3 PB1 HTS,PfM18AAP inh,MEKK2wt PB1 HTS,NALP1 inh,DNA FID counter,PHOSPHO1 block,GPR7 antag
CC(=O)Oc1ccc2nc(-c3ccc(Br)o3)oc(=O)c2c1,0.5,1,101,4,99,.,-5,.,-8
Cc1cc(-c2ccn[nH]2)c(C)s1,0.0,12,106,1,107,6,-2,27,-12
Cc1cccc(N2CCN(C(=O)c3ccc(CNc4c(N5CCC(C)CC5)c(=O)c4=O)cc3)CC2C)c1 (stereo unspecified),-1.0,-1,107,4,105,-10,-15,-17,0
COc1ccc(NC(=O)C2=CCN(S(=O)(=O)c3ccccc3)CC2)cc1OC,-0.5,-5,80,0,80,.,-24,-15,-4
Cc1nn(CC(C)C(=O)N2CCN(S(=O)(=O)c3ccc(Cl)cc3)CC2)c(C)c1C (stereo unspecified),5.4,2,101,-7,98,8,-51,35,-6
O=C(Nc1c[nH]c(=O)[nH]c1=O)c1ccccc1Cl,.,1,101,-1,106,-2,-1,-36,-15
O=C(NNC(=O)c1ccc(-c2ccccc2)cc1)c1ccccc1,2.4,0,85,6,102,28,2,-6,-1
O=C(NCCN1CCOCC1)c1cc(-c2ccccc2)on1,0.8,4,98,4,102,3,-5,-1,-10
CCn1c(C)c2c([n+]1CC)CC(C)(C)CC2=O,-0.4,3,106,4,108,28,-1,91*,-1
C=CCC1(Cl)C(=O)C(Cl)=C(N2CCN(C)CC2)C1(OC)OC (stereo unspecified),-0.5,-1,104,-2,97,.,-4,33,-2
CN1CCc2c(C#N)c(N3CCCCC3)nc(N3CCOCC3)c2C1,0.3,-11,88,18,93,.,0,.,-1
CNC(=O)c1c(N)sc2c1CCCCC2,2.2,-1,98,22,96,2,-5,71*,3
CCN(CC)C(=O)c1ccc2nc(-c3ccccc3)c(-c3ccccc3)nc2c1,-1.8,-2,94,0,92,4,-44,3,-7
O=C1CN(C(=O)c2ccccc2)C(c2ccccc2)c2cc(F)ccc2N1 (stereo unspecified),0.3,0,100,3,96,17,-27,26,-14
O=C(CNC(=O)c1ccc(Cl)cc1Cl)NCC(=O)Nc1ccccc1N1CCOCC1,-1.6,21,105,2,104,8,-19,-39,7
CCOc1ccc(NC(=O)C2CCC(CNc3c(N4CCC(C)CC4)c(=O)c3=O)CC2)cc1 (stereo unspecified),-0.2,-5,95,-7,92,19,-4,19,-7
O=C(/C=C/c1ccccc1)N1CCN(C(=O)c2ccco2)CC1,-0.3,9,69*[inhibitor],0,119,4,-8,2,-5
CCOC(=O)c1ccc(NC(=S)NCc2cccnc2)cc1,1.2,0,93,2,98,0,-1,22,-4
CC1(OC(=O)CCc2ccccc2)C(=O)C=C2C=C(c3ccc(C#N)cc3)N(Cc3ccco3)C=C2C1=O (stereo unspecified),-0.8,4,108,.,122,.,.,22,.
CCC(C)N1C(=O)CCC1C(=O)N1CCN(c2ccccc2F)CC1 (stereo unspecified),-0.4,7,103,-6,106,-3,-3,7,-1
Cc1nn2c(CN(C(=O)COc3ccccc3)c3ccccc3)nnc2c2ccccc12,0.8,-2,103,4,100,15,-24,-4,-12
O=C(O)c1cccnc1SC1CC(=O)N(Cc2ccccc2)C1=O (stereo unspecified),1.6,3,99,1,102,1,-5,16,1
COc1ccc(C2N3CC4(C)CN2CC(C)(C3)C4)cc1OC (stereo unspecified),0.5,1,91,1,115,2,3,-6,-4
COc1ccc(NC(=O)CN(C)C(=O)c2ccccc2OC)cc1,.,4,103,13,101,6,-6,-7,-16
C=CCNC(=O)CCCCC(=O)NCC=C,0.2,-6,99,-2,95,-11,6,6,-10
Cc1cc(C)n2c(Nc3ccc4c(c3)OCCO4)c(-c3ccco3)nc2n1,.,1,103,24,101,-10,-17,-4,13
